G9a inh = inhibitors of human histone lysine methyltransferase G9a | G9a H3K9 monomethylation, AlphaScreen, 2 h | Potency, µM (top dose mostly 102 µM), for inactives: at the top dose activity, negative = inhibition, actives largely listed as inhibitors | 350,000 tested, 8.8% active; note: % is set by controls: 0 for no effect and ±100 for the full control effect; nearly all actives have a fitted effect of over 75% in size
Target sequence (Q96KQ7 913-1193 limits assumed): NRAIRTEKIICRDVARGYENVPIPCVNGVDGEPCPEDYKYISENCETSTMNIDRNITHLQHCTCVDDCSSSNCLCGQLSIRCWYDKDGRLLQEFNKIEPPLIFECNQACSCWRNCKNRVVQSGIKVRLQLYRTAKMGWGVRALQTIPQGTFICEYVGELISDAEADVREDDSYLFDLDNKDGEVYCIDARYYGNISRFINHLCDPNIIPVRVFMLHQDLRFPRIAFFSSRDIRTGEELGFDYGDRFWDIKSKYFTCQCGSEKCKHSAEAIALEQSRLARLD
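Chemiluminescent proximity detection of H3K9 monomethylation, read after 10 min bead incubation in the dark. Reaction: 20 nM G9a, 500 nM biotin-H3K9 peptide, 20 uM SAM cofactor, 2 h, room temperature, following 15 min enzyme-compound preincubation.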
BLM helicase inh = blocks DNA unwinding by human BLM helicase | P54132 | recombinant BLM DNA unwinding, fluorescence dequenching | Potency, µM (top dose mostly 56.1 µM), for inactives: at the highest dose activity change, negative = inhibition, most hits filed as inhibitors | 350,000 tested, 0.2% active;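 note: plate controls were vehicle for no effect and no enzyme for full effect; nearly all actives have a fitted effect of over 35% in size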
Anesthetic bind = binds horse apoferritin like a general anesthetic. P02791. 350,000 tested, 0.074% active. AID 485281. apoferritin/1-aminoanthracene competitive binding, fluorescence. Potency, µM (series often up to 77.5 µM), for inactives: top-dose activity change, negative = displacement, actives largely listed as inhibitors; note: % is set by controls: 0 for no effect and ±100 for the full control effect; nearly all actives have a fitted effect of over 20% in size
Target sequence (P02791 2-175 limits assumed): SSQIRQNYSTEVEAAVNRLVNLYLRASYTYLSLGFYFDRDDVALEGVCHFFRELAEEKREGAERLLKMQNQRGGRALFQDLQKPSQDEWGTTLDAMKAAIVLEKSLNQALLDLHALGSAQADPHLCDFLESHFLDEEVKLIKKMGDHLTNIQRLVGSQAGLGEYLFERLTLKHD
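Concentration-response curves derived by four-parameter Hill fitting of normalized fluorescence, where compounds displaced 1-AMA from 10 uM horse apoferritin following a brief 10 min room-temperature incubation; propofol titration acted as positive control.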
BAZ2B inh = BAZ2B (human) inhibition; AlphaScreen BAZ2B-H3K14Ac peptide displacement; Q9UIF8; Potency, µM (highest dose often 114 µM), inactives show top-dose activity change, negative = inhibition, hits mostly inhibitors; 360,000 tested, 4.4% active; note: % is set by controls: 0 for no effect and ±100 for the full control effect; nearly all actives have a fitted effect of over 60% in size
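Complex of BAZ2B and biotin-H3K14Ac (50 nM apiece) forms over 30 min at RT, then faces library compounds up to 110 uM for another 30 min; AlphaScreen beads added, 20 min dark incubation, luminescence read.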
Pol iota inh = blocks human DNA polymerase iota activity; Q9UNA4; Pol iota fluorescent replication assay, 10 min; Potency, µM (doses to about 115 µM), for the others: at the highest dose activity, negative = inhibition, hits mostly inhibitors; 390,000 tested, 1% active; AID 588590
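Fluorescent replication assay read twice, at 0 min and 10 min after adding 50 nM (final) substrate. Enzyme (10 nM) and compounds were first incubated 15 min at room temperature; enzyme-free buffer wells were negative controls.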
APE1 inh = APE1 (human) endonuclease inhibition. 350,000 tested, 0.35% active. Potency, µM (series often up to 65.8 µM), for inactives: top-dose activity change, negative = inhibition, most hits filed as inhibitors. recombinant APE1, TAMRA/BHQ-2 abasic DNA cleavage fluorescence. P27695;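 note: plate controls were vehicle for no effect and reference inhibitor for full effect; nearly all actives have a fitted effect of over 55% in size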
Target sequence (P27695 whole entry, looked up): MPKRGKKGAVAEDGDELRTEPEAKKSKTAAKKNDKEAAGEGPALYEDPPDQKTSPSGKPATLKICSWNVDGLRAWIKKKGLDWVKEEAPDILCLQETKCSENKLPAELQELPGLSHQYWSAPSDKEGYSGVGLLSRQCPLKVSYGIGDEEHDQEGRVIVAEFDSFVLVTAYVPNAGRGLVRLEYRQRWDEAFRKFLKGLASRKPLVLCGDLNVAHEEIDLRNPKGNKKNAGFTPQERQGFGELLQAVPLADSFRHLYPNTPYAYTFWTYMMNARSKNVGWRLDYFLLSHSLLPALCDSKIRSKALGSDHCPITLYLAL
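Kinetic fluorescence read (525 ex/598 em nm, three reads 60 s apart) of AP-site incision; signal = third minus first read. Enzyme 0.75 nM, dual-labelled THF duplex 50 nM, compound preincubation 15 min RT.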
Pol beta inh = inhibitors of human DNA polymerase beta; P06746; Pol beta primer extension/strand displacement, fluorescence kinetic; Potency, µM (highest dose often 114 µM), for inactives: at the top dose activity change, negative = inhibition, most hits filed as inhibitors; 340,000 tested, 1.3% active; note: % is set by controls: 0 for no effect and ±100 for the full control effect
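Kinetic readout of DNA synthesis with strand displacement by Pol beta. Compound and 10 nM enzyme sit 15 min at room temperature; 50 nM substrate starts the reaction, read immediately and at 10 min.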
Pol kappa inh = inhibitors of human DNA polymerase kappa; Q9UBT6; purified Pol kappa, fluorescent DNA synthesis assay, 10 min; Potency, µM (top dose mostly 107 µM), inactives show top-dose activity, negative = inhibition, hits mostly inhibitors; 400,000 tested, 0.53% active; AID 588579; note: % is set by controls: 0 for no effect and ±100 for the full control effect
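Fluorescent qHTS in 1536-well format: enzyme (10 nM) and compound sat 15 min at room temperature before 50 nM substrate (final) was added. Signal taken at 0 and 10 min; no-enzyme buffer wells were negative controls.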
Pol eta inh = inhibitors of human DNA polymerase eta; 390,000 tested, 1.2% active; Potency, µM (top dose mostly 114 µM), for inactives: top-dose activity change, negative = inhibition, actives largely listed as inhibitors; recombinant Pol eta, fluorescent DNA replication assay; note: % is set by controls: 0 for no effect and ±100 for the full control effect
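Fluorescent replication assay: 50 nM final substrate added after a 15 min room-temperature compound preincubation with 10 nM enzyme. Signal taken at 0 min and again at 10 min.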
Starred values were filed as active, the others as inactive; ? = inconclusive; / = not tested or not shown; & = joins results of further samples; [ ] = dose if it differs, or a comment. Calls come from the whole dose curve; as a rule, active = well fitted curve in the direction sought with a large enough effect; inconclusive = small, poorly fitted or top-dose-only effect, or another doubt; inactive = no such curve, though single readings can be large; an effect the other way counts as inactive or inconclusive. Potency is the fitted concentration of half-maximal effect. These rows are one share of the data, so the mix of outcomes need not match the whole.

Results follow in this order: G9a inh	BLM helicase inh	Anesthetic bind	BAZ2B inh	Pol iota inh	APE1 inh	Pol beta inh	Pol kappa inh	Pol eta inh
- Fc1ccc(-c2cc(-c3ccc(F)cc3)c3c(n2)-c2cc(F)ccc2OC3)cc1
→ -25%[59 µM]	1%	44%[activator]	-5%	-13%	/	2%	-13%	-12%
- c1ccc2c(c1)CCCC2NC1=NCCC1 (configuration not stated)
→ -4%[59 µM]	4%	-5%	27%	9%	-2%	6%	-8%	0%
- CN(CC(O)COc1ccc2ccccc2c1)C1CCCCC1 (configuration not stated)
→ -8%	-5%	-13%	-4%	88%[activator]	3%	29%	-7%	-20%
- Cc1cccc(N(CC(=O)NCCSCc2ccccc2)S(C)(=O)=O)c1C
→ -47%	-4%	-8%	4%	63%[activator]	?	6%	-13%	-5%
- O=c1c(Cc2ccc(Cl)cc2)c(O)ccn1Cc1ccccc1
→ 20%[59 µM]	2%	-12%	-3%	3%	-5%	3%	-4%	-9%
- CC(=O)OCC(=O)[C@@]1(O)CC[C@H]2[C@@H]3C[C@H](C)C4=CC(=O)C=C[C@]4(C)[C@H]3[C@@H](O)C[C@@]21C
→ 24%[12.7 µM]	-1%	-11%	-1%	-27%	?	10%	-9%	-22%
- COc1ccc(C(=O)NCCSc2c[nH]c3ccccc23)cc1OC
→ -39%[59 µM]	-2%	3%	-29%	16%	/	10%	4%	-23%
- O=C(Nc1ccc(CN2CCOCC2)cc1)c1ccc(Cl)cc1Cl
→ 17%[59 µM]	-3%	-14%	3%	3%	21%	2%	-15%	4%
- CCc1nc(Nc2ccc(N3CCN(C(C)=O)CC3)cc2)c2oc3ccccc3c2n1
→ ?	-14%	-13%	50µM*	?	?	6%	-23%	5%
- O=C(NCc1ccc(Cl)cc1)C1CCN(S(=O)(=O)c2ccc3c(c2)CCCN3C(=O)C2CCC2)CC1
→ 7%[59 µM]	-5%	29%	1%	?	/	2%	9%[60.1 µM]	-21%
- Cc1noc(COc2ccccc2OCC(O)CNC(C)(C)C)n1 (configuration not stated)
→ -41%	1%	-3%	-3%	12%	4%	0%	-3%	-13%
- Cc1ccc(NC(=O)CSc2nnc(-c3ccncc3)s2)cc1
→ 22%	-4%	-7%	-19%	-3%	8%	20%	6%	5%
- CC(=O)c1c(C)[nH]c(C(=O)OC(C)C(=O)Nc2ccc(C)c(S(=O)(=O)N3CCOCC3)c2)c1C (configuration not stated)
→ -15%[59 µM]	/	/	?	-15%	-10%	/	-2%	-6%
- CC(=O)Oc1ccc(N2C(=O)C3C4C=CC(O4)C3C2=O)cc1 (configuration not stated)
→ 3.5µM*	2%	-13%	-28%	-3%	2%	5%	0%	1%
- CS(=O)(=O)N(CC(=O)NC1CCCCCC1)Cc1ccc(Cl)cc1
→ -4%[12.7 µM]	-1%	-15%	7%	3%	0%	0%	-10%	-12%
- COCCn1c(N)c(C(=O)NCc2cccs2)c2nc3ccccc3nc21
→ 38%[activator]	-13%	244%[activator]	86%[activator]	?	?	-2%	-18%	-11%
- CC(CCCc1ccccc1)NC(=O)c1nn(-c2ccc(Cl)cc2)nc1CO (configuration not stated)
→ 0%[59 µM]	-8%	8%	20%	1%	/	10%	-8%	-3%
- O=C(NC1CCN(Cc2nnnn2CCc2ccccc2)CC1)c1ccccc1F
→ ?	-6%	4%	9%	24%	-4%	5%	4%	-3%
- CN(Cc1nc2ccccc2n1C)C(=O)c1cccs1
→ -15%[59 µM]	0%	1%	6%	23%	1%	-19%	-21%	4%
- CC12CN3CC(C)(CN(C1)C3c1ccc(Br)cc1)C2 (configuration not stated)
→ -28%[12.7 µM]	0%	3%	-7%	63%[activator]	2%	-1%	5%	-9%
- c1ccc(COn2c(-c3ccccc3)nc3c2CCc2nonc2-3)cc1
→ 18%	-3%	-8%	5%	10%	3%	13%	-6%	-20%
- CCNc1nc(NCC)nc(OCCNS(=O)(=O)c2ccccc2)n1
→ -29%	-1%	3%	2%	26%	5%	-18%	-12%	1%
- CCCCNc1nc(Oc2ccc(OCC(N)=O)nn2)nc(N2CCOCC2)n1
→ 5%[59 µM]	0%	1%	-20%	11%	/	27%	1%	/
- CN1CCN(S(=O)(=O)c2cccc(C(=O)Oc3ccccc3Cl)c2)CC1
→ 64%[activator]	-2%	-18%	1%	12%	17%	14%	-4%	-29%
- CCCn1ncc(CN2CCC(Oc3ccc(C(=O)N4CCCC4)cc3)CC2)c1C
→ 12%	2%	-5%	-12%[57.1 µM]	40%[activator]	45%	24%	-16%	-9%
- Cc1nc(-c2ccc(Cl)cc2)sc1C1(C)CC(c2c(Cl)cccc2Cl)=NO1 (configuration not stated)
→ 34%[59 µM]	-2%	-6%	22%	-1%	-2%	-26%	0%	5%
- CC(C)CCNC(=O)c1cccc(S(=O)(=O)N2CCc3ccccc32)c1
→ -4%[59 µM]	-11%	-2%	-3%	-7%	-8%	14%	-10%	-7%
- COc1ccc(C(=O)NCCN2CCOCC2)c(OC)c1OC
→ 1%	-2%	3%	-2%	79%[activator]	-1%	10%	-9%	-3%
- CCN(CC)Cc1c(O)ccc2c(-c3ccccc3)cc(=O)oc12
→ 40%	2%	327%[activator]	24%	-3%	-1%	1%	-1%	-4%
- Cc1ccc2[nH]c3c(=O)n(N)c(=O)[nH]c3c2c1
→ 2%	-2%	0%	-1%	56%[activator]	-2%	2%	-4%	-24%

More results:
Results follow in this order: G9a inh	BLM helicase inh	Anesthetic bind	BAZ2B inh	Pol iota inh	APE1 inh	Pol beta inh	Pol kappa inh	Pol eta inh
- O=S(=O)(NCCc1cn2ccccc2n1)c1ccc(F)c(C(F)(F)F)c1
→ -2%[59 µM]	6%	7%	-3%	16%	-7%	-15%	-2%	-14%
- Cc1ccc(C(=O)OCc2nnc(-c3ccccc3)o2)o1
→ -42%[0.0925 µM]	-2%	-3%	-3%	7%	1%	-11%	-1%	-3%
- CCCCN(CCCC)CCCNC(=O)c1ccc2nc(-c3ccccc3NC(C)=O)c(=O)[nH]c2c1
→ ?	2%	-20%	4%	11%	0%	29%	-3%	-9%
- N#Cc1ccccc1OCC(=O)OCC(=O)NC1CCCCCC1
→ -1%[59 µM]	/	/	-2%	-6%	7%	/	-16%	-13%
- CCN(c1ccccc1)S(=O)(=O)c1ccc(OC)c(NC(=O)c2cccs2)c1
→ 11%	-7%	-9%	-1%	79%	-3%	0%	-13%	-8%
- COC(=O)c1c(-c2ccccc2)c(-c2ccccc2)nn(C)c1=O
→ 20%	-2%&-1%	-18%&0%	0%&-2%	21%&13%	33%	-3%&-20%	-21%	-4%&-22%
- Cc1nn(CC(=O)N2CCOCC2)c(=O)c2nn(-c3ccccc3)c(C)c12
→ 15%	-1%	0%	-17%	27%	-7%	21%	12%	-5%
- COCCOc1ccc(C(F)(F)F)cc1NC(=O)c1ccc(F)cc1
→ ?	-9%	-9%	-5%	34%[activator]	4%	-3%	-7%	-3%
- Cc1ccc(C(=O)NCCNC(=O)c2ccco2)cc1C
→ ?	-5%	6%	1%	24%	41%	0%	2%	-3%
- CCn1cc(C2=NOC(C(=O)O)C2)c(C)n1 (configuration not stated)
→ -6%[59 µM]	1%	-5%	-4%	-8%[58.9 µM]	-3%	21%	2%	0%
- N#Cc1ccccc1NC(=O)COC(=O)COc1ccccc1[N+](=O)[O-]
→ -3%	-8%	-3%	-2%	64%[activator]	16%	15%	4%	-18%
- CON(C)c1nc(NCC(C)C)nc(OCC#N)n1
→ 7%[59 µM]	-2%	-11%	4%	0%	-2%	14%	4%	-10%
- CC(=O)N(C1=C(O)c2ccccc2C(=O)C1=O)C1CCCCC1
→ 8%[59 µM]	-11%	-8%	?	29%	9%	21%	-8%	6%
- O=C(CN1C(=O)CCC1=O)Nc1ccc(Br)cc1
→ -19%[59 µM]	2%	-13%	3%	11%	2%	-3%	-9%	-13%
- CCOC(=O)c1c(C)[nH]c(C(=O)N(C)Cc2cccc(OC)c2OC)c1C
→ ?	-3%	8%	-24%	-6%	-16%	5%	-3%	-7%
- COc1ccc(NC(=O)c2ccc3c(c2)N(Cc2cccc(Cl)c2)C(=O)c2ccccc2S3(=O)=O)cc1Cl
→ -6%[59 µM]	-8%	6%	-16%	33%	/	2%	3%	-19%
- COc1ccc(S(=O)NC2CCCCC2)c(OC)c1C (configuration not stated)
→ 32µM*	-4%	-14%	1%	7%	-1%	2%	-8%	-10%
- Cc1cccnc1NC(=O)c1ccc(Cl)c(S(=O)(=O)N2CCCCC2)c1
→ -23%	/	/	-2%	2%	42%	/	3%	-15%
- COc1cc(OC)cc(-c2nnc(SCC(=O)N(C(C)C)C(C)C)o2)c1
→ 14%	0%	-14%	-5%	35%[activator]	-8%	1%	0%	-11%
- O=C(COc1cccc(C(F)(F)F)c1)NNC(=O)Cc1ccc(S(=O)(=O)N2CCOCC2)s1
→ -10%[59 µM]	/	/	3%	24%	0%	/	-4%	-24%
- CCOc1ccc(S(=O)(=O)Nc2nc3ccccc3nc2-n2ccc(=NC(=O)c3ccccc3C)cc2)cc1
→ /	-16%	-8%	-16%	127%[activator]	-4%	31%	-3%	-19%
- c1ccc2c(Nc3ccc4c(c3)OCCO4)c3c(nc2c1)CCCC3
→ ?	-10%	-11%	?	-5%	38%[activator]	7%	-2%	-21%

Some of the entries so far, field by field:
smiles: CC(=O)OCC(=O)[C@@]1(O)CC[C@H]2[C@@H]3C[C@H](C)C4=CC(=O)C=C[C@]4(C)[C@H]3[C@@H](O)C[C@@]21C
  G9a inh: 24%[12.7 µM]
  BLM helicase inh: -1%
  Anesthetic bind: -11%
  BAZ2B inh: -1%
  Pol iota inh: -27%
  APE1 inh: ?
  Pol beta inh: 10%
  Pol kappa inh: -9%
  Pol eta inh: -22%
smiles: N#Cc1ccccc1NC(=O)COC(=O)COc1ccccc1[N+](=O)[O-]
  G9a inh: -3%
  BLM helicase inh: -8%
  Anesthetic bind: -3%
  BAZ2B inh: -2%
  Pol iota inh: 64%[activator]
  APE1 inh: 16%
  Pol beta inh: 15%
  Pol kappa inh: 4%
  Pol eta inh: -18%
smiles: COCCn1c(N)c(C(=O)NCc2cccs2)c2nc3ccccc3nc21
  G9a inh: 38%[activator]
  BLM helicase inh: -13%
  Anesthetic bind: 244%[activator]
  BAZ2B inh: 86%[activator]
  Pol iota inh: ?
  APE1 inh: ?
  Pol beta inh: -2%
  Pol kappa inh: -18%
  Pol eta inh: -11%

Assay outcomes (PubChem BioAssay)
